MmCpn inh = blocks the Methanococcus maripaludis chaperonin Mm-Cpn; purified Mm-Cpn ATPase, ADP Transcreener TR-FRET; 0.031% of 330,000 active; Potency, µM (titrated, usually from 76.9 µM), for inactives: at the highest dose activity, negative = inhibition, most hits filed as inhibitors; note: potency is the fitted concentration of half-maximal effect; % is set by controls: 0 for no effect and ±100 for the full control effect; nearly all actives have a fitted effect of over 80% in size
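Purified archaeal chaperonin (25 nM final) was preincubated with compound for 10 min at 37°C, then ATP (10 uM final) was added for 30 min at 37°C in Tris pH 7.4/KCl/MgCl2/DTT buffer. ADP was quantified by HTRF Transcreener TR-FRET.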
aSyn yeast inh = alpha-synuclein toxicity inhibition in yeast | 0.14% of 370,000 active | Potency, µM (top dose mostly 46.1 µM), for the others: top-dose growth rescue (activation), usual class: activators | Yeast expressing alpha-synuclein, growth rescue, BacTiter-Glo, 24 h; note: potency is the fitted concentration of half-maximal effect; % of control where 0% means no effect; nearly all actives have a fitted effect of over 65% in size
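Screening used galactose-induced yeast with toxic alpha-synuclein levels, exposed to compound for 24 hr at 30 deg C. Cell growth, read with BacTiter-Glo luminescence, gave the measured signal.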
PTHR1 ag = agonists of human PTHR1 parathyroid hormone receptor; Q03431; Potency, µM (series often up to 115 µM), without a hit: at the highest dose activation, actives largely listed as activators; 0.075% of 410,000 active; AID 743266; HEK293 GP2 PTHR1 cells, GloSensor cAMP luminescence, 1 h; note: potency is the fitted concentration of half-maximal effect; nearly all actives have a fitted effect of over 55% in size; some results filed as inactive show a strong effect at the top dose; inactives centre near -15; many of its hits are not listed in these tables
Target sequence (Q03431 whole entry, looked up): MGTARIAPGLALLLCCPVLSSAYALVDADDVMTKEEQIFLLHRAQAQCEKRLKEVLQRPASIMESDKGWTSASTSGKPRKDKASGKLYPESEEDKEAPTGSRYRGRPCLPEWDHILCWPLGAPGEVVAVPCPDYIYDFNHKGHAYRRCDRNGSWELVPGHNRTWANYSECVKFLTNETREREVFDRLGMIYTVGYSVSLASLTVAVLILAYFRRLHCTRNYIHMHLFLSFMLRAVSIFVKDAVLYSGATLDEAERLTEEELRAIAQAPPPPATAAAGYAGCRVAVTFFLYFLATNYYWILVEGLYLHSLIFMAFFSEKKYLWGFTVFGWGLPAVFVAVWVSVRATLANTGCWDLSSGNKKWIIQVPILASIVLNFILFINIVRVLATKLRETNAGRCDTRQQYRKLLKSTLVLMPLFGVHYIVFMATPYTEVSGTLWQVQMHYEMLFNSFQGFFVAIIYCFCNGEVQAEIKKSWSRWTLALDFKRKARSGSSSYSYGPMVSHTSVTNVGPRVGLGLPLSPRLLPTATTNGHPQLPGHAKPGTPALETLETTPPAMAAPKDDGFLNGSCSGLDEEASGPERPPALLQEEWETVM
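HEK-293-derived GP2 cells expressing PTHR1 and a GloSensor cAMP reporter, 3,000/well, plated overnight, given luciferin plus IBMX (each 0.5 mM as added) for 1 h at 37 °C, then compound for 1 h at 37 °C. Luminescence was read after 15 min at room temperature.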
FUS suppressor = FUS proteinopathy suppression in yeast; S. cerevisiae FUS-expressing, growth rescue, OD600, 24 h; Potency, µM (doses to about 76.6 µM), without a hit: top-dose growth rescue (activation), actives largely listed as activators; 0.24% of 390,000 active;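 note: potency is the fitted concentration of half-maximal effect; plate controls were DMSO vehicle for no effect and reference control for full effect; nearly all actives have a fitted effect of over 55% in size; some results filed as inactive show a strong effect at the top dose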
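Compound concentration series was pinned onto galactose-induced FUS-expressing yeast seeded at OD 0.005. Plates sat 24hr at 30C; absorbance at 600 nm gave growth. DMSO served as background control.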
GLP-1R inv ag = inverse agonists of human GLP-1 receptor; HEK293 GLP-1R CRE-luciferase, luminescence, 24 h; GLP-1R form is constitutively active; Potency, µM (series often up to 38.3 µM), without a hit: at the highest dose activity change, negative = inhibition, hits mostly inhibitors; 1.6% of 410,000 active; AID 624417; note: potency is the fitted concentration of half-maximal effect; % is set by controls: 0 for no effect and ±100 for the full control effect; nearly all actives have a fitted effect of over 55% in size
Target sequence (P43220 whole entry, looked up): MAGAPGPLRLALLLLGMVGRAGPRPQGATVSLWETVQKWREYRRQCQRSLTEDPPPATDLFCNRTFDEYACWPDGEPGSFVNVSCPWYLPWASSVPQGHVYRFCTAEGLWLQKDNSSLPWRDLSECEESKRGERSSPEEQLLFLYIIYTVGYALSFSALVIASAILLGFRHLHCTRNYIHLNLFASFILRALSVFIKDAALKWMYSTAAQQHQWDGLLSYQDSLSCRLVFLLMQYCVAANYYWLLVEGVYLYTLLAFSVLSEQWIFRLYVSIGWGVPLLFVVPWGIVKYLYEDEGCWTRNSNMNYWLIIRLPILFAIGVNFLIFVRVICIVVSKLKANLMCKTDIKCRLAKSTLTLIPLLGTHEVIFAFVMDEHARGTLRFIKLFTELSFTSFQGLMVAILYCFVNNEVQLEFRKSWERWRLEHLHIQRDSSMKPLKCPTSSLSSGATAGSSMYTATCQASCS
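Assay principle: reduced luminescence from a cAMP-responsive reporter in HEK293 cells co-expressing a constitutively active GLP-1R. Conditions: 24 hr compound incubation, 37 deg C, 5% CO2.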
GLP1R cytotox = cytotoxicity in counter-screen for GLP-1R inverse agonists. HEK293 cAMP-luciferase reporter cells, luminescence, 24 h. Potency, µM (doses to about 38.3 µM), without a hit: at the highest dose activity change, negative = inhibition, usual class: inhibitors. 0.13% of 410,000 active;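 note: loss of luciferase light is scored as toxicity; potency is the fitted concentration of half-maximal effect; % is set by controls: 0 for no effect and ±100 for the full control effect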
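Here, cytotoxicity is scored as loss of luminescence. The MLSMR collection was tested on cells seeded in medium containing 10% Nu serum, with a 24 hr compound exposure preceded by 12 hours of culture.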
Abeta yeast res = compounds reversing amyloid beta toxicity in yeast; yeast expressing A-beta42, growth rescue, OD600, 48 h; response scale: 0% DMSO, 100% iron-clioquinol control; Potency, µM (highest dose often 46.1 µM), inactives show at the top dose growth rescue, usual class: activators; 0.063% of 410,000 active; AID 1347071; note: potency is the fitted concentration of half-maximal effect; nearly all actives have a fitted effect of over 55% in size
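Yeast growth medium received pinned compounds, then yeast cells expressing toxic A-beta were added; plates incubated at 30 C for 48 hr. Growth read as absorbance at 600 nm, normalized to DMSO and equimolar FeCl3 plus clioquinol controls.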
TDP-43 yeast inh = TDP-43 toxicity inhibition in yeast; TDP-43 expressing yeast growth rescue, BacTiter-Glo, 24 h; Potency, µM (series often up to 46.1 µM), for inactives: at the highest dose growth rescue (activation), hits mostly activators; 1.8% of 410,000 active; note: potency is the fitted concentration of half-maximal effect; % of control where 0% means no effect; nearly all actives have a fitted effect of over 50% in size
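Yeast expressing TDP-43 (pregrown in raffinose, seeded at OD600=0.02 in galactose medium) exposed to compounds 24 hr at 30 deg C. Growth read by BacTiter-Glo luminescence; rescue of toxicity appears as increased signal.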
pAkt inh = inhibitors of Akt phosphorylation | Neuro2A IGF-stimulated pAkt S473 HTRF, 20 min; hits give low values | activity change, % for hits at 50 µM | 0.32% of 360,000 active; in the data active = activity change below about -80%; inconclusive = mostly about -51% to -80%; note: % is set by controls: 0 for no effect and ±100 for the full control effect
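Single-point screen (50 µM final compound) in Neuro2A cells stimulated 20 min with 6 nM IGF at 37 deg C. After lysis, Ser473-phosphorylated Akt read by HTRF (ex 330 nm, em 615/665 nm) as the 665/615 ratio.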
Starred values were filed as active, the others as inactive; i = inactive; ? = inconclusive; . = not tested or not shown; [ ] = another dose, or the depositor's remark. Unless noted, calls come from the whole dose curve; as a rule, active = well fitted curve in the direction sought with a large enough effect; inconclusive = small, poorly fitted or top-dose-only effect, or another doubt; inactive = no such curve, though single readings can be large; an effect the other way counts as inactive or inconclusive. Some of the compounds tested. The share of hits here may be higher or lower than overall.

SMILES	MmCpn inh	aSyn yeast inh	PTHR1 ag	FUS suppressor	GLP-1R inv ag	GLP1R cytotox	Abeta yeast res	TDP-43 yeast inh	pAkt inh
O=C(O)c1cc(Cl)nc2ccccc12	-6%	1%	-21%	-11%	1%	0%	-22%	9%	i
CCN(CC)CCNC(=O)CNC(=O)c1nn(-c2ccc(OC)cc2)c(=O)c2ccccc12	-9%	1%	14%	-17%	1%	-1%	-8%	-8%	i
Cc1ccc(S(=O)(=O)c2c(N)n(CCCO)c3nc4ccccc4nc23)cc1	1%	9%	-5%[57.5 µM]	5%	44%[activator]	32%[activator]	22%	5%	.
Cc1nc2ccc(C(=O)N3c4ccccc4N=C(c4ccc5c(c4)OCO5)C3C(=O)NCc3ccccc3)cc2[nH]1 (configuration not stated)	.	8%	-3%	?	6%	-7%	3%	13%	i
CCCCn1c(N)c(-c2nc3ccccc3o2)c2c([N+](=O)[O-])nn(C)c(=O)c21	-1%	-14%	i	-18%	11%	-6%	-9%	-5%	i
CN1CCN(C(=O)c2cnn(-c3ccccc3)c2NC(=O)c2ccccc2)CC1	0%	-1%	-3%	26%	2%	4%	-8%	24%	i
CN(C)/C=C(/C(=O)c1ccc(F)cc1)S(=O)(=O)c1ccc(F)cc1	0%	3%	i	13%	-14%	0%	-4%	-13%	i
COc1ccc(CCc2nc(-c3cccs3)no2)cc1	2%	-2%	-1%	-9%	?	1%	-18%	5%	i
COc1cc(NC(=O)CCS(=O)(=O)c2ccc3c(c2)oc(=O)n3C)cc(OC)c1OC	2%	-2%	i	-12%	-20%	-6%	2%	-3%	i
O=S(=O)(c1ccc2nnn(OCc3ccccc3)c2c1)N1CCOCC1	1%	-1%	i	10%	15%	15%	-7%	5%	i
Cc1cc(C)n(CC(O)CN(c2ccccc2)S(=O)(=O)c2ccccc2)n1 (configuration not stated)	1%	3%	-6%	6%	20%	6%	5%	17%	i
COc1ccc(N2CC(NC(=O)c3ccc(S(=O)(=O)N4CCCC4)cc3)CC2=O)cc1 (configuration not stated)	.	.	1%	18%	6%	0%	-12%	-1%	.
CC(C)CCN1CCN(CC(c2ccccc2)c2ccccc2)CC1CCO (configuration not stated)	0%	-5%	i	8%	?	-1%	-12%	-3%	i
O=C(Nc1ccc(Cl)c(Cl)c1)Nc1nccs1	1%	-17%	-33%[inhibitor]	-24%	3.2µM*	4%	-77%[inhibitor]	?	i
Fc1ccc(-c2nc3ccc(Cl)cn3c2Cc2cccc(F)c2)cc1	.	8%	i	22%	?	-2%	-21%	0%	i
Cc1ccc(-n2[nH]c(C)c(/C=C3/C=Nc4ccccc43)c2=O)cc1C	-1%	3%	-21%	-14%	2%	-21%	0%	16%	i
CCOc1ncccc1C(=O)OCC(=O)Nc1ccc(Cl)cn1	-1%	2%	-4%	4%	16%	-1%	6%	-1%	i
O=C(O)c1cnn2c1NC(c1ccc(F)cc1)CC2C(F)(F)F (configuration not stated)	2%	4%	-1%[57.5 µM]	26%	13%	5%	-12%	3%	i
CC1(C)NC(=O)N(CC(O)CN2CCOCC2)C1=O (configuration not stated)	-1%	-3%	15%	62%	6%	2%	-12%	-4%	i
O=c1ccc(-c2nc3ccccc3n2C(CCc2ccccc2)c2nc3ccccc3[nH]2)c[nH]1 (configuration not stated)	.	-4%	2%	13%	1%	-9%	1%	21%	i
CCC1CN(C(=O)N2CCC(C(=O)N3CCN(c4cccc(C)c4C)CC3)CC2)c2ccccc2O1 (configuration not stated)	.	.	-31%[inhibitor]	?	?	-25%	4%	-24%	.
Cc1cccc(NC(c2nnc(-c3ccccc3)o2)c2ccc(F)cc2Cl)c1C (configuration not stated)	.	.	-8%	0%	4%	10%	8%	14%	.
COc1ccccc1N1CCN(S(=O)(=O)c2c(C)sc3ncn(CC(=O)Nc4ccc(C)cc4Br)c(=O)c23)CC1	.	.	-7%	-25%	1%	-5%	-7%	24%	.
COc1ccc(S(=O)(=O)N2CCOCC2)cc1NC(=O)Cc1ccc2c(c1)OCCO2	1%	-2%	11%	.	22%	-11%	-8%	-11%	i
Cc1sc2c(c1C)c(=O)n(CCc1ccccc1)c(=O)n2Cc1ccc(F)cc1	.	.	i	-11%	-15%	7%	2%	0%	.

For convenience, 2 of the compounds above:
SMILES	MmCpn inh	aSyn yeast inh	PTHR1 ag	FUS suppressor	GLP-1R inv ag	GLP1R cytotox	Abeta yeast res	TDP-43 yeast inh	pAkt inh
CC1(C)NC(=O)N(CC(O)CN2CCOCC2)C1=O (configuration not stated)	-1%	-3%	15%	62%	6%	2%	-12%	-4%	i
O=c1ccc(-c2nc3ccccc3n2C(CCc2ccccc2)c2nc3ccccc3[nH]2)c[nH]1 (configuration not stated)	.	-4%	2%	13%	1%	-9%	1%	21%	i

Other compounds:
SMILES	MmCpn inh	aSyn yeast inh	PTHR1 ag	FUS suppressor	GLP-1R inv ag	GLP1R cytotox	Abeta yeast res	TDP-43 yeast inh	pAkt inh
CCCCNc1ncnc2[nH]ncc12	.	-9%	-28%	.	8%	18%	-3%	-4%	i
NC(=O)C(NC(=O)OCc1ccccc1)c1ccccc1 (configuration not stated)	2%	-1%	-10%	-32%	-7%	10%	-8%	-3%	i
O=C1c2ccccc2C(=O)N1CCc1nc(-c2ccncc2)no1	1%	.	-34%[inhibitor]	-4%	96%[activator]	9%	-4%	?	.
CC1CC(=Cc2ccc([N+](=O)[O-])cc2)C(=O)O1 (configuration not stated)	.	-5%	i	-19%	10%	-3%	2%	0%	i
CCOCCCn1c(=N)c(C(=O)NCc2cccnc2)cc2c(=O)n3ccccc3nc21	.	.	-5%	-15%	12%	.	-4%	7%	.
COc1ccc(OC)c(CCNC(=O)CN2C(=O)CC(C)(C)S(=O)(=O)c3ccccc32)c1	0%	1%	-5%	-7%	12%	0%	14%	-3%	i
CCOCCCNC(=O)C1CCC(CNS(=O)(=O)c2ccc(NC(C)=O)cc2)CC1 (configuration not stated)	.	.	i	0%	17%	-11%	1%	-8%	.
Cc1ccc([C@H]2C(C(=O)O)=CC[C@@H](c3ccc(Cl)cc3)N2S(=O)(=O)c2ccccc2C)cc1	0%	-5%	15%	-10%	?	-3%	7%	24%	i
Cc1ccc(NC(=O)C2CCCN2C(=O)Oc2ccccc2)c(C)c1 (configuration not stated)	3%	6%	i	-3%	11%	-2%	3%	2%	i
COc1cc(C=C2C(=O)C=CC2=O)ccc1O	.	-81%[inhibitor]	-82%[inhibitor]	7%	?	?	-94%[inhibitor]	-92%[inhibitor]	i
CC(=O)Nc1c(Br)cc2c(c1Br)C(=O)c1ccccc1-2	.	8%	-4%	.	12%	1%	-3%	13%	i
Cc1ccc(S(=O)(=O)c2c(C)nn(C(C)(C)C)c2OC(=O)C(C)C)cc1	1%	2%	-82%[inhibitor]	28%	?	-6%	?	0%	i
COc1ccc(-c2nnc(SCC(=O)Nc3cc(OC)ccc3OC)nc2-c2ccc(OC)cc2)cc1	.	.	-4%	?	?	7%	4%	0%	.
CCN(CC)C(=O)C1=C(C)N(Cc2ccc(F)cc2)C(=O)C(CC(=O)NC2CCCCC2)C1 (configuration not stated)	.	-2%	i	-4%	11%	-2%	7%	21%	i
COc1ccc(C2CC(=O)Oc3cc(OC)ccc32)cc1 (configuration not stated)	-4%	3%	-18%	-1%	5%	0%	1%	18%	i
CCOc1ccc(N(CC(=O)Nc2ccc(OC)cc2)S(=O)(=O)c2c(C)noc2C)cc1	2%	3%	i	-4%	4%	9%	8%	27%	i
CCOC(=O)c1c(NC(=O)c2ccccc2Cl)sc2c1CCc1ccccc1-2	-20%	-24%	-18%	8%	?	-2%	-60%[inhibitor]	-32%[inhibitor]	i
COc1ccc(N2CCN(C(=O)CSc3nnc4c(C)cc5cc(C)ccc5n34)CC2)cc1	3%	3%	-22%	.	6%	4%	2%	?	i
COc1ccc(OC)c(CCNC(=O)Cn2nc(C)c3c(C)n(-c4ccccc4)nc3c2=O)c1	-1%	1%	-80%[inhibitor]	7%	-17%	-7%	9%	0%	i
COCCCN1CC23C=CC(O2)C(C(=O)O)C3C1=O (configuration not stated)	2%	-1%	-9%	-24%	3%	17%	-10%	9%	i
COc1cc(/C=N/n2cnc3c(sc4nc(C)cc(C)c43)c2=O)ccc1O	2%	-4%	i	-11%	8%	16%	-5%	14%	i
COc1ccc(S(=O)(=O)Nc2ccc3c(c2)C(=O)N([C@@H](C)CO)C[C@H](C)[C@H](CN(C)S(=O)(=O)c2ccc(F)cc2)O3)cc1	1%	-2%	-40%[inhibitor]	?	-18%	-8%	0%	21%	i
CN(C)c1ccc(/C=C2\SC(=O)N(CCc3nnc(N)s3)C2=O)cc1	-2%	-3%	-23%	8%	?	-34%	12%	-6%	i
COc1ccc(N2CCN(C(=O)c3cccc(NS(=O)(=O)c4cccc(F)c4)c3)CC2)cc1	1%	2%	-23%	?	-9%	1%	12%	3%	i
CCc1ccc(-n2nc(CO)c(C(=O)NCCCCc3ccccc3)n2)cc1	.	.	i	-5%	8%	-6%	-11%	9%	.
Cc1cccc(N2CCN(C(=S)Nc3ccc4nc(N5CCN(C)CC5)cc(C)c4c3)CC2)c1C	?	-2%	-8%	6%	-21%	1%	-3%	0%	i
COC(=O)c1cc(OC)c(OC)cc1NC(=O)Nc1ccccc1F	-4%	1%	-2%	5%	19%	2%	1%	8%	i
O=C(NCc1ccco1)c1cc(-c2cccnc2)nc2ccccc12	0%	7%	i	17%	-9%	-11%	6%	-13%	i
CN(Cc1nc(-c2ccccc2)no1)C(=O)c1ccc2c(c1)OCO2	2%	-2%	-3%	16%	-25%	1%	-3%	0%	i

Screening results deposited in PubChem BioAssay by National Center for Advancing Translational Sciences (NCATS).
